Tau ThT inhib: blocks human tau fibril formation measured by thioflavin T; recombinant tau K18 P301L (four-repeat tau fragment), heparin-induced fibrillization, ThT fluorescence; Potency, µM (titrated, usually from 57.4 µM), for inactives: top-dose activity, negative = inhibition, actives largely listed as inhibitors; 2.1% of 270,000 active; active = well fitted inhibition curve with a large enough effect; inconclusive = small, poorly fitted or top-dose-only effect; note: nearly all actives have a fitted effect of over 55% in size
Target sequence (P10636 561-689 P618L limits assumed): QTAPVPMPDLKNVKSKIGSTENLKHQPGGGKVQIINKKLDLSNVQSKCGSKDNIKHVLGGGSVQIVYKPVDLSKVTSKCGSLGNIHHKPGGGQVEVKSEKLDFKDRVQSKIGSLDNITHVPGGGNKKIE
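Heparin-induced (20 uM) aggregation of recombinant human K18 P301L tau, 15 uM unlabeled with 0.24 uM labeled, pH 7 acetate buffer, 6 hr at 37 C with compound. Fibrils quantified by 30 uM ThT fluorescence after 1 hr ambient incubation.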
LMNA splice mod: LMNA splicing modulation. HeLa LMNA splicing GFP/RFP minigene ratio, 48 h. Potency, µM (highest dose often 46.1 µM), without a hit: at the highest dose ratio change, negative = inhibition, most hits filed as inhibitors. 0.01% of 200,000 active. AID 1487; active = well fitted inhibition curve with a large enough effect in the signal ratio, with a control signal flat, not every such curve was filed as active; inconclusive = small, poorly fitted or top-dose-only effect, or effect the other way, or a change in a side signal; the % refers to the signal ratio
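S3 HeLa cells stably expressing lamin A-EGFP splicing minigene plus DsRed2, 600 cells/well, 48 h compound exposure at 37C. Laser-scanning cytometry; analysed as GFP (500-530 nm)/RFP (575-640 nm) total intensity ratio; 0.5% DMSO vehicle.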
Numbers without * were called inactive; u = inconclusive; [ ] = remark or other dose. % is set by controls: 0 for no effect and ±100 for the full control effect; potency is the fitted concentration of half-maximal effect.

| Tau ThT inhib | LMNA splice mod | SMILES |
| --- | --- | --- |
| -4% | 4%[46 µM] | Fc1ccc(-c2noc3ncnc(NCc4cccc(Cl)c4)c23)cc1 |
| u | u | COc1cc([N+](=O)[O-])ccc1NC(=O)N1CCC2(CC1)Nc1cc(F)ccc1-n1cccc12 |
| 2% | -11%[46 µM] | COc1ccc(Cl)cc1NC(=O)c1cc(S(=O)(=O)N(C)Cc2ccccc2)ccc1F |
| 1% | -15%[46 µM] | Cc1ccc(C)c(N2CCN(C(=O)c3cc(C)nc4c3c(C)nn4-c3ccccc3)CC2)c1 |
| 3.5µM* | 0%[46 µM] | Cc1cccc(C(=O)Nc2nnc(S(=O)(=O)N3CCOCC3)s2)c1 |
| -15% | -20%[46 µM] | Cc1ccc(C)c(N2CCN(C(=O)c3cnn(-c4ccccc4Cl)c3C3CCN(C(=O)OC(C)(C)C)CC3)CC2)c1 |
| -4% | -9%[46 µM] | CN1CCN(C(=O)Cn2c(-c3cccs3)cc3ccccc32)CC1 |
| 0% | -6%[46 µM] | CCCc1nn2c(=O)cc(COC(=O)c3ccc(NC(=O)CCc4ccccc4)cc3)nc2s1 |
| -13% | 0%[46 µM] | COc1ccc(CCNC(=O)C2CCC(CNS(=O)(=O)c3ccc(C)cc3)CC2)cc1OC (stereo not drawn) |
| 2% | 3%[46 µM] | CCC(C)NC(=O)CSc1nc2c(sc3ccccc32)c(=O)n1CCc1ccc(OC)c(OC)c1 (stereo not drawn) |
| u | -12%[46 µM] | CCOc1ccccc1N(C)C(=O)c1sc2nc3n(c(=O)c2c1C)CCCC3 |
| -4% | 9%[46 µM] | CCN(CC)C(=O)c1sc2c(c1C)c(=O)n(-c1ccc(Cl)c(Cl)c1)c(=O)n2Cc1ccccc1C#N |
| 5% | u | CCOC(=O)c1ccc(NC(=O)CCC(=O)N2Cc3ccccc3Oc3ncccc32)cc1 |
| -5% | 0%[46 µM] | O=C(CSc1nc(=O)n(Cc2ccco2)c2c1CCC2)Nc1ccccc1C(F)(F)F |
| -13% | -15%[46 µM] | COc1cc(CN(C(=O)COc2ccc(Cl)c(C)c2)c2ccccn2)cc(OC)c1OC |
| -17% | 12%[46 µM] | Cc1nn(-c2ccc(N3CCCCC3)nn2)c(C)c1CCC(=O)NCc1ccccc1 |
| 6% | 2%[46 µM] | COc1cccc(CNC(=O)CSc2ncc(S(=O)(=O)c3ccc(C)c(Cl)c3)c(=O)[nH]2)c1 |
| -11% | 13%[46 µM] | COc1ccc2c(c1)CC(C(=O)Nc1ccc(Br)c(C)c1)CO2 (stereo not drawn) |
| -2% | 6%[46 µM] | CCOC(=O)c1ccc(NC(=O)CCn2ccc(C)n2)cc1 |
| -5% | u | CCOc1ccc(-c2cccc(NS(=O)(=O)c3c(C)cc(C)cc3C)c2)nn1 |
| u | 4%[46 µM] | CCOC(=O)c1c(C)oc2nc(C)nc(NCCc3ccc(OCC)c(OCC)c3)c12 |
| -5% | u | CN(CC(=O)NCc1ccccc1)S(=O)(=O)c1ccc2[nH]c3c(c2c1)CCCC3 |
| 12% | 7%[46 µM] | CCCCc1nn2c(=O)cc(COC(=O)c3ccccc3NC(=O)c3cccs3)nc2s1 |
| -7% | u | O=C(Cn1ccn(-c2ccc(F)c(F)c2)c(=O)c1=O)NCCc1ccccc1 |
| -8% | 25%[46 µM] | Cn1nc(C(=O)N2CCN(c3ccc(Cl)cc3)CC2)c2c1-c1ccccc1S(=O)(=O)C2 |
| -3% | u | Cc1ccc(Cl)cc1N1CCN(S(=O)(=O)c2ccc3c(c2)CC(=O)N3C)CC1 |
| -18% | u | O=C(Nc1ccc(Cl)cc1)C1CCN(c2nc3ccccc3n3cccc23)CC1 |
| -1% | -1%[46 µM] | Cc1cccc(N2CCN(C(=O)C3CCN(Cc4nc(-c5ccc(Cl)cc5)oc4C)CC3)CC2)c1C |
| u | u | Cc1ccccc1CN1CCc2nc(N3CCN(c4ncccn4)CC3)ncc2C1 |
| -14% | 16%[46 µM] | CCC1CN(C(=O)N2CCC(C(=O)NCCC3=CCCCC3)CC2)c2cc(C)ccc2O1 (stereo not drawn) |
| -13% | -20%[46 µM] | CSc1ccc(CNC(=O)CN2C(=O)C3CCCCN3c3ccc(C(=O)N4CCCC4)cc32)cc1 (stereo not drawn) |
| -14% | -14%[46 µM] | COc1cc(NC(=O)c2noc3c2CC(C)CC3)c(OC)cc1Cl (stereo not drawn) |
| u | 6%[46 µM] | COC(=O)C1CCN(c2csc3ccc(Cl)cc3c2=O)CC1 |
| -3% | 5%[46 µM] | O=C(NC1CC(=O)N(c2ccccc2)C1)c1ccc(S(=O)(=O)N2CCCC2)cc1 (stereo not drawn) |
| u | 8%[46 µM] | CC(C)c1cnc2c(c1SCc1ccc([N+](=O)[O-])cc1)c(=O)n(C)c(=O)n2C |
| -1% | 22%[46 µM] | CCC(=O)Nc1cc(C)c(O)c(-c2nc3ncccc3o2)c1 |
| u | -1%[46 µM] | O=C(CSc1nnc(-c2ccc([N+](=O)[O-])cc2)o1)Nc1ccccc1 |
| -5% | 9%[46 µM] | COc1ccc(OCC(=O)Nc2c(C(=O)N3CCN(c4ccccc4)CC3)oc3ccccc23)cc1 |
| u | -8%[46 µM] | COc1ccc2c(c1)CC(C(=O)NCCN1CCN(c3cccc(C)c3C)CC1)CO2 (stereo not drawn) |
| -5% | u | CCCc1nn2c(=O)cc(COC(=O)c3ccc(NC(=O)C(C)Oc4ccccc4)cc3)nc2s1 (stereo not drawn) |
| -3% | 3%[46 µM] | O=C(NCc1ccccc1)C(=O)NCC(c1ccco1)S(=O)(=O)c1ccccc1 (stereo not drawn) |
| -6% | -13%[46 µM] | COc1ccc(C(=O)NNc2ncnc3c2cnn3-c2ccccc2)cc1 |
| -14% | -19%[46 µM] | O=C(CCc1ccccc1)N(Cc1cccnc1)c1nc2ccc(F)cc2s1 |
| 1% | u | CCOC(=O)c1cccc(NS(=O)(=O)c2ccc(-c3cnc(C4CC4)o3)cc2)c1 |
| 10% | 12%[46 µM] | COCCN1CCN(Cc2ccc(C(=O)NC(C)C)cc2)C(=O)C1=O |
| 7% | -5%[46 µM] | COc1ccc(S(=O)(=O)n2nc(C)c(S(=O)(=O)N3CCC(C)CC3)c2C)cc1OC |
| u | 14%[46 µM] | Cc1ccc(CNC(=O)C2CCCN(c3nn4cc(-c5ccc(C)cc5)nc4s3)C2)cc1 (stereo not drawn) |
| 6% | u | CC(C)c1ccc(NC(=O)Cn2cc(S(=O)(=O)Cc3cccc(Cl)c3)c3ccccc32)cc1 |
| -5% | u | O=C(CN1C(=O)C2CCCCN2c2ccc(C(=O)N3CCCC3)cc21)NCc1cccc(Cl)c1 (stereo not drawn) |
| -11% | -14%[46 µM] | CCOCCCNC(=O)c1ccc2c(=O)n(CCc3ccc(OC)c(OC)c3)c(=O)[nH]c2c1 |

Among those listed so far, these have an NH in an aromatic ring.
| Tau ThT inhib | LMNA splice mod | SMILES |
| --- | --- | --- |
| 6% | 2%[46 µM] | COc1cccc(CNC(=O)CSc2ncc(S(=O)(=O)c3ccc(C)c(Cl)c3)c(=O)[nH]2)c1 |
| -5% | u | CN(CC(=O)NCc1ccccc1)S(=O)(=O)c1ccc2[nH]c3c(c2c1)CCCC3 |
| -11% | -14%[46 µM] | CCOCCCNC(=O)c1ccc2c(=O)n(CCc3ccc(OC)c(OC)c3)c(=O)[nH]c2c1 |

Next part:
| Tau ThT inhib | LMNA splice mod | SMILES |
| --- | --- | --- |
| -17% | -9%[46 µM] | C=C(C)Cn1c(=O)c2c(nc3n2CCN3c2cc(C)cc(C)c2)n(C)c1=O |
| u | -1%[46 µM] | O=C(C1COc2ccccc2O1)N1CCN(c2nc3c(F)cccc3s2)CC1 (stereo not drawn) |
| 3% | u | COc1ccc(N2CCN(S(=O)(=O)CCNC(=O)C3CC(=O)N(c4ccccc4)C3)CC2)cc1 (stereo not drawn) |
| u | 22%[46 µM] | Cc1nc(-c2ccc(F)cc2)sc1CCNC(=O)C(=O)Nc1ccc2c(c1)OCCO2 |
| u | -5%[46 µM] | CC(C)(C)OC(=O)N1CCC(c2c(C(=O)NCc3ccco3)cnn2-c2ccccc2Cl)CC1 |
| -6% | u | COc1ccc(NC(=O)CSC2=Nc3ccccc3C3=NC(CC(=O)NCc4ccco4)C(=O)N23)cc1 (stereo not drawn) |
| -5% | -3%[46 µM] | Cc1nc(N2CCOCC2)c2c(C(=O)Nc3cccc(C(F)(F)F)c3)c(C)oc2n1 |
| 0% | 4%[46 µM] | COc1cccc(C(=O)Nc2cc(-c3ccccc3)nn2-c2ccccc2)c1 |
| -1% | u | CC(NC(=O)CCn1c(=O)c2cccn2c2ccc(F)cc21)c1ccccc1 (stereo not drawn) |
| -2% | 3%[46 µM] | Cc1cc(C)cc(NC(=O)N2CCC(CN3CCOCC3)CC2)c1 |

A section from further up:
| Tau ThT inhib | LMNA splice mod | SMILES |
| --- | --- | --- |
| -3% | 5%[46 µM] | O=C(NC1CC(=O)N(c2ccccc2)C1)c1ccc(S(=O)(=O)N2CCCC2)cc1 (stereo not drawn) |
| u | 8%[46 µM] | CC(C)c1cnc2c(c1SCc1ccc([N+](=O)[O-])cc1)c(=O)n(C)c(=O)n2C |
| -1% | 22%[46 µM] | CCC(=O)Nc1cc(C)c(O)c(-c2nc3ncccc3o2)c1 |
| u | -1%[46 µM] | O=C(CSc1nnc(-c2ccc([N+](=O)[O-])cc2)o1)Nc1ccccc1 |
| -5% | 9%[46 µM] | COc1ccc(OCC(=O)Nc2c(C(=O)N3CCN(c4ccccc4)CC3)oc3ccccc23)cc1 |
| u | -8%[46 µM] | COc1ccc2c(c1)CC(C(=O)NCCN1CCN(c3cccc(C)c3C)CC1)CO2 (stereo not drawn) |
| -5% | u | CCCc1nn2c(=O)cc(COC(=O)c3ccc(NC(=O)C(C)Oc4ccccc4)cc3)nc2s1 (stereo not drawn) |
| -3% | 3%[46 µM] | O=C(NCc1ccccc1)C(=O)NCC(c1ccco1)S(=O)(=O)c1ccccc1 (stereo not drawn) |
| -6% | -13%[46 µM] | COc1ccc(C(=O)NNc2ncnc3c2cnn3-c2ccccc2)cc1 |
| -14% | -19%[46 µM] | O=C(CCc1ccccc1)N(Cc1cccnc1)c1nc2ccc(F)cc2s1 |
| 1% | u | CCOC(=O)c1cccc(NS(=O)(=O)c2ccc(-c3cnc(C4CC4)o3)cc2)c1 |
| 10% | 12%[46 µM] | COCCN1CCN(Cc2ccc(C(=O)NC(C)C)cc2)C(=O)C1=O |
| 7% | -5%[46 µM] | COc1ccc(S(=O)(=O)n2nc(C)c(S(=O)(=O)N3CCC(C)CC3)c2C)cc1OC |
| u | 14%[46 µM] | Cc1ccc(CNC(=O)C2CCCN(c3nn4cc(-c5ccc(C)cc5)nc4s3)C2)cc1 (stereo not drawn) |
| 6% | u | CC(C)c1ccc(NC(=O)Cn2cc(S(=O)(=O)Cc3cccc(Cl)c3)c3ccccc32)cc1 |
| -5% | u | O=C(CN1C(=O)C2CCCCN2c2ccc(C(=O)N3CCCC3)cc21)NCc1cccc(Cl)c1 (stereo not drawn) |
| -11% | -14%[46 µM] | CCOCCCNC(=O)c1ccc2c(=O)n(CCc3ccc(OC)c(OC)c3)c(=O)[nH]c2c1 |
| -17% | -9%[46 µM] | C=C(C)Cn1c(=O)c2c(nc3n2CCN3c2cc(C)cc(C)c2)n(C)c1=O |
| u | -1%[46 µM] | O=C(C1COc2ccccc2O1)N1CCN(c2nc3c(F)cccc3s2)CC1 (stereo not drawn) |
| 3% | u | COc1ccc(N2CCN(S(=O)(=O)CCNC(=O)C3CC(=O)N(c4ccccc4)C3)CC2)cc1 (stereo not drawn) |
| u | 22%[46 µM] | Cc1nc(-c2ccc(F)cc2)sc1CCNC(=O)C(=O)Nc1ccc2c(c1)OCCO2 |
| u | -5%[46 µM] | CC(C)(C)OC(=O)N1CCC(c2c(C(=O)NCc3ccco3)cnn2-c2ccccc2Cl)CC1 |
| -6% | u | COc1ccc(NC(=O)CSC2=Nc3ccccc3C3=NC(CC(=O)NCc4ccco4)C(=O)N23)cc1 (stereo not drawn) |
| -5% | -3%[46 µM] | Cc1nc(N2CCOCC2)c2c(C(=O)Nc3cccc(C(F)(F)F)c3)c(C)oc2n1 |

(listing goes on)
| Tau ThT inhib | LMNA splice mod | SMILES |
| --- | --- | --- |
| -14% | -3%[46 µM] | Cc1ccccc1-c1noc(CSc2nnc(-c3ccncc3)n2-c2ccc(F)cc2)n1 |
| u | 0%[46 µM] | Cc1cc2c(cc1S(=O)(=O)NCc1ccc(F)cc1)OCC(=O)N2 |
| -1% | 7%[46 µM] | O=C(CCCn1c(=O)c2cccn2c2ccccc21)Nc1cc(C(F)(F)F)ccc1Cl |
| u | -5%[46 µM] | Cc1cccc(C(=O)Nc2nnc(S(=O)(=O)N(C)c3ccccc3C)s2)c1 |
| -7% | 5%[46 µM] | COc1ccc(CCNC(=O)Cn2c(=O)cc(C(F)(F)F)c3c(C)nn(C)c32)c(OC)c1 |
| -7% | u | O=C(NCCc1csc(-c2ccc(Cl)cc2)n1)c1cccs1 |
| -7% | -5%[46 µM] | CCOC(=O)c1ccc(NC(=O)C2=C(C)C(=O)OC23CCCCCC3)cc1 |
| -7% | 4%[46 µM] | COc1ccc(S(=O)(=O)N(CC(=O)Nc2cccc(C)c2)c2ccc(C)cc2)cc1OC |
| -1% | -7%[46 µM] | Cc1cccc(CNC(=O)c2ccc(Cn3c(SCc4cccc(F)c4)nc4cccnc43)cc2)c1 |

Only part of the results is shown (hit frequency here may not be typical).
